BCLXL inh: blocks human Bcl-xL binding to Bim BH3 peptide; GST-Bcl-xL / FITC-Bim BH3 peptide fluorescence polarization; inhibition, % at 10.9 µM; 0.7% of 320,000 active; AID 2129;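 active = inhibition above the mean of all tested compounds plus 3 SD, cutoff set per campaign, cut at about 30% in these data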;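 note: 0% = DMSO wells and 100% = unlabeled Bim-BH3 peptide competitor; inhibitors lower millipolarization by displacing the labeled peptide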
PME-1 primary: blocks human protein phosphatase methylesterase 1; Q9Y570; recombinant PME-1, FP-Rh probe fluorescence polarization; inhibition, % at 5.9 µM; 0.53% of 320,000 active; AID 2130;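 active = inhibition above the campaign mean of all compounds plus 3 SD, cut at about 26% in these data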;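 note: competitive labeling of PME-1 active site by serine hydrolase directed probe; 0% = PME-1 with DMSO and 100% = wells lacking PME-1 enzyme; inhibitors block probe labeling so polarization falls and inhibition rises; many of its hits are not listed in these tables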
GSTO1 inh: blocks human GSTO1 in RBBP9 counter-screen | 1.1% of 300,000 active | recombinant GSTO1, activity-based probe fluorescence polarization | inhibition, % at 5.96 µM | P78417;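 active = inhibition above the campaign mean inhibition plus 3 SD, cut at about 35% in these data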;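 note: 0% = GSTO1-1 with DMSO and 100% = wells lacking GSTO1-1 enzyme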
Target sequence (P78417 whole entry, looked up): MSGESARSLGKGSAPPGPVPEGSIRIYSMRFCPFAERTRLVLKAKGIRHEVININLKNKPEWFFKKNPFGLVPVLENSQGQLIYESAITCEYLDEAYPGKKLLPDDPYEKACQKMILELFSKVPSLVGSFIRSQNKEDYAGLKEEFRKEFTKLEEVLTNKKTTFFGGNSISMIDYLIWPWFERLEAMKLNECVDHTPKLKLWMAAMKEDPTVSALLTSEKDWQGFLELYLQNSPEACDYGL
GLD-1 TGE inh: GLD-1-TGE RNA interaction inhibition (C. elegans); Q17339; purified GLD-1 + fluorescein TGE RNA, fluorescence polarization; inhibition, % at 5.96 µM; 0.44% of 320,000 active;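 active = percent inhibition above a per-plate cutoff, the plate mean of test compounds plus 3 SD, cut at about 30% in these data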;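 note: 0% = DMSO wells with GLD-1 and probe and 100% = wells lacking GLD-1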
MEX-5 binding: C. elegans MEX-5 TCR-2 RNA binding activity | Q9XUB2 | MEX-5/FITC-TCR2 RNA binding, fluorescence polarization; hits give low values | activity score (negative = inhibition of binding), % at 10 µM | 0.38% of 300,000 active;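 active = inhibition past about -25% in most replicates, and total fluorescence under double the plate's negative control median, limit read from the data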;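 note: 0% = DMSO and -100% = 5 µM competing unlabeled TCR2 RNA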
Target sequence (Q9XUB2 whole entry, looked up): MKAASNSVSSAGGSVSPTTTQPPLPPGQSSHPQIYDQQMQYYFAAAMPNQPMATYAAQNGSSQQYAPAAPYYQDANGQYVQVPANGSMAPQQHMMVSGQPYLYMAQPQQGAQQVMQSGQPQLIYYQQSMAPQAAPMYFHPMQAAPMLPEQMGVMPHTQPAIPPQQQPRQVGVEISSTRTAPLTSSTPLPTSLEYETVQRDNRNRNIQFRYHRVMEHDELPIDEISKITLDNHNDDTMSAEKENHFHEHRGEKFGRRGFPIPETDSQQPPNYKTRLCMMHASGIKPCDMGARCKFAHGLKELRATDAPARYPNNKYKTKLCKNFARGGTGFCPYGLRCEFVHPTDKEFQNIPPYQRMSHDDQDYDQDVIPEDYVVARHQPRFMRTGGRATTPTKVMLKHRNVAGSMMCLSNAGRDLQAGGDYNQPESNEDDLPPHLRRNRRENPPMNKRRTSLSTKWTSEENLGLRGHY
PAD4 FP inh: PAD4 (human) enzyme inhibition. recombinant PAD4, RCA probe fluorescence polarization. inhibition, % at 6.36 µM. 0.41% of 330,000 active. AID 485272;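 active = percent inhibition above a cutoff equal to the mean of all tested compounds plus 3 SD, cut at about 15% in these data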;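 note: 0% = PAD4 with RCA probe and DMSO and 100% = probe without PAD4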
Fam108B inh: Fam108B inhibition, counter-screen for RBBP9 inhibitors | 0.33% of 300,000 active | recombinant Fam108B, FP-Rh probe fluorescence polarization | inhibition, % at 9.51 µM | AID 1947;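 active = inhibition above the screen mean inhibition plus 3 SD, computed separately per campaign, cut at about 18% in these data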;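 note: inhibitors lower polarization as less probe binds the enzyme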
MCL1-BIM inh: MCL1-BIM-BH3 interaction inhibition (human) | GST-MCL1 / FITC-Bim-BH3 fluorescence polarization | inhibition, % at 10.9 µM | 0.68% of 320,000 active | Q07820;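 active = inhibition above the mean inhibition of all tested compounds plus 3 SD, set per campaign, cut at about 40% in these data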;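 note: 0% = DMSO wells and 100% = unlabeled Bim-BH3 peptide control; higher means more loss of mP so more displacement of Bim peptide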
Target sequence (Q07820 whole entry, looked up): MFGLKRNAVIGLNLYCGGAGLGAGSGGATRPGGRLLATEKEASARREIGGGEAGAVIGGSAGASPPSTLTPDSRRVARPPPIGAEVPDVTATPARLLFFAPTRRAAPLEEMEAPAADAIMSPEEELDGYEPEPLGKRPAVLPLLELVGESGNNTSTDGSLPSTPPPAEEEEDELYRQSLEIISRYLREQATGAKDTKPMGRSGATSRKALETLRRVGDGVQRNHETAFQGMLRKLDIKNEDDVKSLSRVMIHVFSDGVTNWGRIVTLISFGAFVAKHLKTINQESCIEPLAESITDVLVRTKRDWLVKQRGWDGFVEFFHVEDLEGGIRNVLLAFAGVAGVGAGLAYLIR
TPT1 inh: blocks Candida albicans tRNA 2'-phosphotransferase; recombinant caTPT1, FP RNA substrate dephosphorylation; inhibition, % at 5 µM; 0.81% of 300,000 active;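 active = inhibition above the mean of all tested compounds plus 3 SD, set per screening campaign, cut at about 24% in these data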;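 note: plate controls were DMSO alone for no effect and ferristatin control at 100 nM for full effect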
An asterisk follows results filed as active. This is a subset; the hit share may differ from the screen's.

What do the screens show for `COc1cc2c(cc1OC)CN(C(=O)c1sc(-c3cnccn3)nc1C)CC2`?
BCLXL inh: 0; PME-1 primary: 2; GSTO1 inh: -4; GLD-1 TGE inh: -1; PAD4 FP inh: 0; Fam108B inh: 1; MCL1-BIM inh: -2; TPT1 inh: -2

What do the screens show for `CCN(CC)c1ccc(C=NCCc2ccc(S(N)(=O)=O)cc2)cc1`?
BCLXL inh: 6; PME-1 primary: -1; GSTO1 inh: 2; GLD-1 TGE inh: -5; MEX-5 binding: -1.1; PAD4 FP inh: 0; Fam108B inh: 0; MCL1-BIM inh: 0; TPT1 inh: 2

What do the screens show for `CCCCNC(=O)CNC(=O)c1nn(-c2ccc(OC)cc2)c(=O)c2ccccc12`?
BCLXL inh: 2; PME-1 primary: -3; GSTO1 inh: -7; GLD-1 TGE inh: -3; MEX-5 binding: 0.8; PAD4 FP inh: 4; Fam108B inh: 1; MCL1-BIM inh: 3; TPT1 inh: -3

What do the screens show for `CC1=C(C(=O)OCc2ccccc2)C(c2ccccc2Cl)NC(=O)N1C` (stereo not drawn)?
BCLXL inh: 7; PME-1 primary: 2; GSTO1 inh: 6; GLD-1 TGE inh: -1; MEX-5 binding: 2.4; PAD4 FP inh: -5; Fam108B inh: 5; MCL1-BIM inh: 12; TPT1 inh: -2

What do the screens show for `CC(C)(C)c1nc2c(C#N)c(-c3ccc(Cl)cc3)ccn2n1`?
BCLXL inh: 4; PME-1 primary: -2; GSTO1 inh: -11; GLD-1 TGE inh: -3; MEX-5 binding: 1.1; PAD4 FP inh: 0; Fam108B inh: -5; MCL1-BIM inh: -3; TPT1 inh: -2

Results for CN(Cc1cccc2cnccc12)C(=O)c1cc(COc2ccc(F)cc2Cl)on1 ?
BCLXL inh: 7; PME-1 primary: -4; GSTO1 inh: 4; GLD-1 TGE inh: 3; MEX-5 binding: 3.5; PAD4 FP inh: 2; Fam108B inh: 0; MCL1-BIM inh: 4; TPT1 inh: -2

Results for CCCN1C(=O)SC(CC(=O)Nc2ccccc2C)C1=O (stereo not drawn) ?
BCLXL inh: 4; PME-1 primary: 4; GSTO1 inh: -2; GLD-1 TGE inh: 4; MEX-5 binding: 0.4; PAD4 FP inh: -8; Fam108B inh: 0; MCL1-BIM inh: 9; TPT1 inh: -2

What do the screens show for `O=C(CSCc1ccccc1Cl)N/N=C/c1ccco1`?
BCLXL inh: 1; PME-1 primary: -7; GSTO1 inh: 1; GLD-1 TGE inh: 5; MEX-5 binding: 2.9; PAD4 FP inh: 0; Fam108B inh: -1; MCL1-BIM inh: 7; TPT1 inh: 1

What do the screens show for `O=C(CN1C(=O)c2cccc([N+](=O)[O-])c2C1=O)NCc1ccccc1`?
BCLXL inh: 3; PME-1 primary: 1; GSTO1 inh: 6; GLD-1 TGE inh: -4; MEX-5 binding: -3.0; PAD4 FP inh: -1; Fam108B inh: 2; MCL1-BIM inh: 5; TPT1 inh: -3

Results for CCOC(=O)c1c(NC(=O)CSC2=NN3CCCC(=O)N=C3S2)sc2c1CCCCC2 ?
BCLXL inh: -2; PME-1 primary: 5; GSTO1 inh: 1; GLD-1 TGE inh: -3; MEX-5 binding: 0.4; PAD4 FP inh: -2; Fam108B inh: -8; MCL1-BIM inh: -10; TPT1 inh: 1

How did COc1ccc(-n2cc(CNC(C)c3ccncn3)c(-c3cccc(F)c3)n2)cc1 (stereo not drawn) do in these assays?
BCLXL inh: 2; PME-1 primary: -4; GSTO1 inh: 2; GLD-1 TGE inh: 3; MEX-5 binding: 3.6; PAD4 FP inh: 3; Fam108B inh: -1; MCL1-BIM inh: 0; TPT1 inh: 3

What do the screens show for `COC(=O)C1=C(C)NC(=O)NC1c1ccc2c(c1)OCO2` (stereo not drawn)?
BCLXL inh: -1; PME-1 primary: 0; GSTO1 inh: 3; GLD-1 TGE inh: 6; MEX-5 binding: -0.3; PAD4 FP inh: -2; Fam108B inh: 6; MCL1-BIM inh: 4; TPT1 inh: 0

How did NS(=O)(=O)c1ccc(NC(NC(=O)c2cccnc2)C(Cl)(Cl)Cl)cc1 (stereo not drawn) do in these assays?
BCLXL inh: -1; PME-1 primary: 5; GSTO1 inh: 4; GLD-1 TGE inh: 0; MEX-5 binding: -1.3; PAD4 FP inh: -3; Fam108B inh: 5; MCL1-BIM inh: -11; TPT1 inh: 3

How did O=C(O)Cc1ccc(Oc2ncc(C(F)(F)F)cc2Cl)cc1 do in these assays?
BCLXL inh: 6; PME-1 primary: 2; GSTO1 inh: 3; GLD-1 TGE inh: 5; MEX-5 binding: -0.8; PAD4 FP inh: -4; Fam108B inh: 0; MCL1-BIM inh: 2; TPT1 inh: -1

How did Cc1ccc(NC(=O)CN(C)C(=O)Cn2ccsc2=N)cc1 do in these assays?
BCLXL inh: 3; PME-1 primary: -2; GSTO1 inh: 8; GLD-1 TGE inh: 6; MEX-5 binding: -0.3; PAD4 FP inh: 0; Fam108B inh: -1; MCL1-BIM inh: 2; TPT1 inh: 0

What do the screens show for `O=C(CC1CCCCC1)NCc1ccco1`?
BCLXL inh: -3; PME-1 primary: 2; GSTO1 inh: 2; GLD-1 TGE inh: 0; MEX-5 binding: -2.3; PAD4 FP inh: -2; Fam108B inh: -6; MCL1-BIM inh: -2; TPT1 inh: 0

What do the screens show for `CC(c1n[nH]c(=S)n1-c1ccc(F)cc1)N1CCCCC1` (stereo not drawn)?
BCLXL inh: -7; PME-1 primary: -8; GSTO1 inh: -3; GLD-1 TGE inh: 6; MEX-5 binding: 0.2; PAD4 FP inh: 1; Fam108B inh: -5; MCL1-BIM inh: -4; TPT1 inh: 0

Results for Cc1nn(C2CCS(=O)(=O)C2)c(C)c1C=O (stereo not drawn) ?
BCLXL inh: 5; PME-1 primary: 2; GSTO1 inh: 9; GLD-1 TGE inh: -8; MEX-5 binding: 2.0; PAD4 FP inh: -3; Fam108B inh: -3; MCL1-BIM inh: 1; TPT1 inh: 0

Results for CCNS(=O)(=O)c1ccc(CCC(=O)N2CCN(c3cc(Cl)ccc3C)CC2)cc1 ?
BCLXL inh: 5; PME-1 primary: -1; GSTO1 inh: -2; GLD-1 TGE inh: 1; MEX-5 binding: -3.3; PAD4 FP inh: 3; Fam108B inh: 2; MCL1-BIM inh: -3; TPT1 inh: -2

How did Cc1nc(C)n(CCNS(=O)(=O)c2ccc(C)c(C)c2)n1 do in these assays?
BCLXL inh: 3; PME-1 primary: 2; GSTO1 inh: 11; GLD-1 TGE inh: -4; MEX-5 binding: -3.7; PAD4 FP inh: -1; Fam108B inh: -1; MCL1-BIM inh: 6; TPT1 inh: 0

What do the screens show for `Cc1cc(C)c2cc(CN(CCO)Cc3nnnn3Cc3ccccc3)c(=O)[nH]c2c1`?
BCLXL inh: 1; PME-1 primary: 0; GSTO1 inh: 4; GLD-1 TGE inh: 5; MEX-5 binding: -0.6; PAD4 FP inh: -3; Fam108B inh: 3; MCL1-BIM inh: 5; TPT1 inh: 7

What do the screens show for `Cc1nn(CCOc2ccc(Br)cc2)c(C)c1[N+](=O)[O-]`?
BCLXL inh: -5; PME-1 primary: 8; GSTO1 inh: 3; GLD-1 TGE inh: 10; MEX-5 binding: 0.3; PAD4 FP inh: 1; Fam108B inh: 1; MCL1-BIM inh: -8; TPT1 inh: 0

Results for COC(=O)c1ccc(NC(=O)c2c(Br)cnn2C)cc1 ?
BCLXL inh: 7; PME-1 primary: -4; GSTO1 inh: 0; GLD-1 TGE inh: 1; MEX-5 binding: -3.7; PAD4 FP inh: -3; Fam108B inh: 0; MCL1-BIM inh: 13; TPT1 inh: 3

Results for OCCC1CN(Cc2cc3c(cc2Cl)OCO3)CCN1C1CCCC1 (stereo not drawn) ?
BCLXL inh: -12; PME-1 primary: -5; GSTO1 inh: -8; GLD-1 TGE inh: -10; MEX-5 binding: -2.8; PAD4 FP inh: -9; Fam108B inh: -4; MCL1-BIM inh: -18; TPT1 inh: -2

The final 2 entries of the section before are carried over, then new ones follow:
Results for COC(=O)c1ccc(NC(=O)c2c(Br)cnn2C)cc1 ?
BCLXL inh: 7; PME-1 primary: -4; GSTO1 inh: 0; GLD-1 TGE inh: 1; MEX-5 binding: -3.7; PAD4 FP inh: -3; Fam108B inh: 0; MCL1-BIM inh: 13; TPT1 inh: 3

Results for OCCC1CN(Cc2cc3c(cc2Cl)OCO3)CCN1C1CCCC1 (stereo not drawn) ?
BCLXL inh: -12; PME-1 primary: -5; GSTO1 inh: -8; GLD-1 TGE inh: -10; MEX-5 binding: -2.8; PAD4 FP inh: -9; Fam108B inh: -4; MCL1-BIM inh: -18; TPT1 inh: -2

How did CN1/C(=C\C=C(/C#N)C(=O)Nc2ccccc2F)C(C)(C)c2ccccc21 do in these assays?
BCLXL inh: -45; PME-1 primary: -10; GSTO1 inh: -3; GLD-1 TGE inh: -55; MEX-5 binding: -39*; PAD4 FP inh: -11; Fam108B inh: 1; MCL1-BIM inh: -67; TPT1 inh: 123*

How did CC(C)c1ccccc1NC(=S)N1CCN(Cc2ccc3c(c2)OCO3)CC1 do in these assays?
BCLXL inh: 10; PME-1 primary: -3; GSTO1 inh: 11; GLD-1 TGE inh: 3; MEX-5 binding: -2.3; PAD4 FP inh: -9; Fam108B inh: 0; MCL1-BIM inh: 13; TPT1 inh: -1

What do the screens show for `COCCN(C(=O)CCC(=O)Nc1ccccn1)C(C(=O)NCCC(C)C)c1ccc(OC)cc1` (stereo not drawn)?
BCLXL inh: 1; PME-1 primary: 2; GSTO1 inh: 11; GLD-1 TGE inh: 5; MEX-5 binding: 0.1; PAD4 FP inh: 0; Fam108B inh: 2; MCL1-BIM inh: -1; TPT1 inh: -2

How did O=C(Nc1ccc(OCC(=O)N2CCOCC2)cc1)c1cc(F)c(F)cc1Cl do in these assays?
BCLXL inh: -1; PME-1 primary: -7; GSTO1 inh: 12; GLD-1 TGE inh: 6; MEX-5 binding: 2.8; PAD4 FP inh: -2; Fam108B inh: 1; MCL1-BIM inh: 1; TPT1 inh: 1

What do the screens show for `O=C1Cc2ccccc2C(=O)N1OCc1ccc(Cl)cc1Cl`?
BCLXL inh: 2; PME-1 primary: -8; GSTO1 inh: 11; GLD-1 TGE inh: -4; MEX-5 binding: 3.4; PAD4 FP inh: -20; Fam108B inh: 5; MCL1-BIM inh: -1; TPT1 inh: 4

What do the screens show for `CCOC(=O)N1CCN(c2cc(N)c([N+](=O)[O-])cc2F)CC1`?
BCLXL inh: 0; PME-1 primary: 3; GSTO1 inh: 1; GLD-1 TGE inh: -8; MEX-5 binding: -2.2; PAD4 FP inh: 0; Fam108B inh: 4; MCL1-BIM inh: -1; TPT1 inh: 0

How did O=C(NCc1cccnc1)c1ccc(COc2ccc(Cl)cc2Cl)o1 do in these assays?
BCLXL inh: 7; PME-1 primary: -7; GSTO1 inh: 0; GLD-1 TGE inh: 6; MEX-5 binding: -0.2; PAD4 FP inh: -5; Fam108B inh: -4; MCL1-BIM inh: -1; TPT1 inh: 0

What do the screens show for `O=C(CSc1nc(-c2ccco2)cc(C(F)(F)F)n1)NCc1cccs1`?
BCLXL inh: -1; PME-1 primary: 1; GSTO1 inh: 14; GLD-1 TGE inh: -1; MEX-5 binding: 1.5; PAD4 FP inh: 0; Fam108B inh: 2; MCL1-BIM inh: -2; TPT1 inh: 1

How did Cc1ccccc1NC(=O)c1ccc(S(=O)(=O)C(F)F)cc1 do in these assays?
BCLXL inh: 1; PME-1 primary: -3; GSTO1 inh: -3; GLD-1 TGE inh: 5; MEX-5 binding: 1.9; PAD4 FP inh: 0; Fam108B inh: 1; MCL1-BIM inh: 5; TPT1 inh: -2

Results for COc1ccccc1C1=CC(=O)C[C@H](c2ccc3c(c2)OCO3)C1 ?
BCLXL inh: 6; PME-1 primary: 0; GLD-1 TGE inh: -8; PAD4 FP inh: 2; MCL1-BIM inh: 7
